# From PubChem BioAssay
# M1 PAM – positive allosteric modulators of human M1 muscarinic receptor; AID 588819; 360,000 tested, 0.088% active; CHO-K1 hM1, Fluo-8 calcium fluorescence, ACh EC20; 0% = ACh EC20, 100% = maximal ACh; activation, % at 3 µM; in the data active means activation above about 19%, passing the limit was not always enough
# Target sequence (P11229 whole entry, looked up): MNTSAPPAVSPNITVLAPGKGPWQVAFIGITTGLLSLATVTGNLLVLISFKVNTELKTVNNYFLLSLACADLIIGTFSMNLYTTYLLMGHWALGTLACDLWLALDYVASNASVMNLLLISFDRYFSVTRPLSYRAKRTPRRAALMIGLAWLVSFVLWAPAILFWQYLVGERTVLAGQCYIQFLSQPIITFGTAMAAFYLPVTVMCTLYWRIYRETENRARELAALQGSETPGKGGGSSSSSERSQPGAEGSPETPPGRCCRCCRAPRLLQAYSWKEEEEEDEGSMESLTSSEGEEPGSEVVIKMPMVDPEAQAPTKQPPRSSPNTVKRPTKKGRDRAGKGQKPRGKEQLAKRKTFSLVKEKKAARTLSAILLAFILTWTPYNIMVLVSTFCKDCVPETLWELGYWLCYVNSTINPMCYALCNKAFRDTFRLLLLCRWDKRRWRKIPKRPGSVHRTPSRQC
# CHO-K1 Ca antag – M1 antagonist counterscreen hit in parental CHO-K1 cells; inhibition, % at 3 µM; AID 602250; ATP-induced calcium, Fluo-8 fluorescence; 360,000 tested, 0.6% active;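 active means inhibition above a per-plate cutoff, the plate's mean sample inhibition plus 3 SD, cut at about 24% in these data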;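 further: 0% = DMSO plus EC80 ATP and 100% = DMSO alone without ATP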
# CHRM1 agonist – human M1 muscarinic receptor agonism | 360,000 tested, 0.33% active | CHO-K1 hM1, Fluo-8 calcium fluorescence, agonist mode; 0% DMSO, 100% acetylcholine EC100 | activation, % at 3 µM | P11229;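 active means activation above the run's mean compound activation plus 3 SD, cut at about 16% in these data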;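 further: peak over basal fluorescence ratio within a 140 s kinetic read after compound addition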
# CHRM1 antagonist – blocks human M1 muscarinic receptor; P11229; CHO-K1 hM1, Fluo-8 calcium fluorescence, ACh EC80 antagonist; inhibition, % at 3 µM; 360,000 tested, 1.3% active; AID 588852;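 active means percent inhibition above its own plate's cutoff, namely the mean of that plate's compound wells plus 3 SD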;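 further: peak over basal fluorescence ratio during 140 s after agonist addition; 0% = ACh EC80 plus DMSO and 100% = DMSO alone without agonist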
# CHO parental Ca – counter-screen: ATP calcium response change in parental CHO cells; inhibition, % at 5.6 µM; 330,000 tested, 0.63% active; AID 463079; parental CHO-K1, ATP-induced calcium, Fluo-8 fluorescence;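 active means inhibition above that plate's mean sample inhibition plus 3 SD, cut at about 26% in these data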;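 further: 0% = ATP-challenged DMSO wells and 100% = DMSO wells without ATP; some compounds past the cut are filed as inactive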
#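 Assay system: untransfected parental CHO cell line. Also added: ATP agonist challenge. Dosing: one dose, 5.6 µM nominal. Measured by: Fluo-8 fluorescence. Read-out: % inhibition. Benchmarks: ATP wells versus no-ATP DMSO wells. Repeats: no replicates.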
# CHRM4 agonist – CHRM4 agonism in calcium assay; P08173; AID 624127; 360,000 tested, 0.14% active; activation, % at 3 µM; CHO-K1 hM4/Gqi5, Fluo-8 calcium fluorescence; vehicle 0%, full acetylcholine response 100%;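 active means activation above the run mean over all test wells plus 3 SD, cut at about 32% in these data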;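 further: peak over basal fluorescence ratio per well then scaled between controls; 0% = DMSO wells and 100% = acetylcholine at EC100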
# Target sequence (P08173 whole entry, looked up): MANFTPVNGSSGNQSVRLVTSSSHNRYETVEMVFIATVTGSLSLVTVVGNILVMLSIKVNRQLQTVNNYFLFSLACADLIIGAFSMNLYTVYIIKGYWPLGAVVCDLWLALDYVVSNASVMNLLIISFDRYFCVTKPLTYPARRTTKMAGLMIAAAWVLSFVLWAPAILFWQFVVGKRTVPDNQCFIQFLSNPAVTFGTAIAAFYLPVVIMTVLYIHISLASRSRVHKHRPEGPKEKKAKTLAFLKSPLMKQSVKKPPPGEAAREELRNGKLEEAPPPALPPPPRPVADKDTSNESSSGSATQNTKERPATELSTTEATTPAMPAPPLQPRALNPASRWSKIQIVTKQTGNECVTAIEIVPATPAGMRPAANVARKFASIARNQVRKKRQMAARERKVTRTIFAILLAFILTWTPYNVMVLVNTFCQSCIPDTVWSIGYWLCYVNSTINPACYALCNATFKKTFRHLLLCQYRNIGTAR
# OXTR potentiator – potentiators of human oxytocin receptor | P30559 | CHO-OTR cells, Fluo-8 calcium fluorescence, potentiator mode; 0% = oxytocin EC15, 100% = EC100 | activation, % at 3 µM | 320,000 tested, 0.061% active;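 active means activation above that plate's cutoff, the mean activation of tested compounds plus 3 SD, cut at about 6.6% in these data, passing the limit was not always enough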;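 further: 100% uses oxytocin at 75 nM as the full agonist control; some results filed as inactive read as strong as hits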
#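 test system = CHO-OTR cells, human receptor | compound = single-point 3.0 µM | schedule = 6 min compound pre-incubation at room temperature, 100 s kinetic read | signal = Fluo-8 no-wash calcium dye fluorescence, excitation 470-495 nm, emission 515-575 nm | repeats = single well per compound, singlicate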
# CHO-K1 Ca ag – nonselective activator or artifact in parental CHO-K1 cells. Fluo-8 calcium fluorescence; scaled to maximal ATP response, vehicle zero. activation, % at 3 µM. 360,000 tested, 0.48% active. AID 602248; in the data active means activation above about 15%;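 further: untransfected CHO-K1 host cells lacking M1 receptor as counterscreen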
# CHRM4 antagonist – CHRM4 antagonism in calcium assay; P08173; CHO-hM4 cells, ACh EC80, Fluo-8 calcium fluorescence; inhibition, % at 3 µM; 360,000 tested, 0.73% active; AID 624125;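 active means inhibition above its plate's cutoff, the mean inhibition of sample wells plus 3 SD, cut at about 27% in these data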;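 further: 0% = acetylcholine EC80 with DMSO and 100% = DMSO without agonist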
# * marks the source's active call; other numbers are inactive results; . = not tested or not shown.
# Below each compound – M1 PAM	CHO-K1 Ca antag	CHRM1 agonist	CHRM1 antagonist	CHO parental Ca	CHRM4 agonist	OXTR potentiator	CHO-K1 Ca ag	CHRM4 antagonist
- Cc1cccc(NC(=O)CSCC(=O)NCc2cccc(C(F)(F)F)c2)c1
 : 6	-9	-2	-6	-9	5	-9	3.4	1
- Cc1cc(-c2nc(-c3ccncc3)no2)ccc1[N+](=O)[O-]
 : 6	-17	1	-6	-5	4	-16	2.3	-27
- CCOc1ccc(CN2CCC(Cc3ccccc3)CC2)cc1
 : -29	2	-8	58*	-12	1	-7	1.1	26*
- Cc1cc(=O)n2c(-c3ccccc3C)n[nH]c2n1
 : 11	-7	-2	-13	8	0	-11	0.0	1
- CCCCN(CC)CCNC(=O)c1cc2c(C)nc3ccccc3c2o1
 : -3	-16	-12	1	-10	1	-5	0.8	-6
- Cc1ccccc1CSCCC(=O)NCCC1=CCCCC1
 : 6	-8	-8	-7	-20	-1	-11	0.2	-11
- NS(=O)(=O)c1ccc(NC(=S)N2CCN(C(=O)C3CCCO3)CC2)cc1 (stereo unspecified)
 : 12	-17	-2	-18	-21	1	-5	1.8	-1
- CC(C)c1nnc(NC(=O)CCC(=O)N2CCN(c3ccccn3)CC2)s1
 : 4	-2	-3	-1	-9	1	-7	0.3	1
- CCCCN1C(C)=CC(=C2C(=O)c3ccccc3C2=O)C=C1C
 : 10	2	-11	0	-18	1	-4	0.9	-8
- Cc1ccc2c(c1)c1c3n2CCCN(Cc2ccccc2)C3CCC1 (stereo unspecified)
 : 12	9	-3	-14	-22	0	-9	-0.6	-8
- CCOC(=O)N1CCC(NC(=O)CCc2c(C)nc3nc(C)nn3c2C)CC1
 : 6	-6	0	12	-7	0	0	-0.8	2
- CCCCNC(=O)CC1NCCNC1=O (stereo unspecified)
 : 5	-2	-3	1	14	0	-9	-0.3	-3
- O=C1COc2ccc(C(=O)COC(=O)Cn3cnc4ccccc43)cc2N1
 : 4	-3	-3	-3	-1	1	-8	-0.1	2
- O=C(O)c1cc(-c2ccc(N3CCOCC3)cc2)nn1-c1ccc(F)cc1
 : 7	6	-8	5	-2	1	-10	0.9	-2
- CCOC(=O)C1CC(c2ccc(Cl)cc2)=NNC1=O (stereo unspecified)
 : 12	1	-9	-10	-6	1	-2	-0.2	2
- O=C(O)c1ccc(NC2=Nc3cccc4cccc2c34)cc1
 : 9	-12	-2	-18	.	1	.	0.0	8
- COCCNC(=O)c1ccc(NS(C)(=O)=O)cc1
 : 8	-3	-4	-9	-15	0	-11	0.1	-2
- O=C(NCc1cn2ccccc2n1)c1ccco1
 : 4	16	-3	-3	-3	0	-2	-0.2	0
- COc1ccc(CCN(C)C(=O)C2CC(=O)N(Cc3ccc(C)cc3)C2)cc1OC (stereo unspecified)
 : 17	-1	-3	-22	-7	2	-7	-0.2	-6
- COc1ccc([C@H]2[C@H](C(=O)C(C)(C)C)N3N=Cc4ccccc4C3[C@]23N=C(c2ccccc2)OC3=O)cc1 (stereo partly specified)
 : 3	7	-5	-5	-7	1	-7	0.7	-1
- Cn1c(=O)cc(N)n(Cc2ccccc2)c1=O
 : 8	0	-7	-10	6	3	-6	0.3	4
- CC(=O)NCCNc1nc2cc(-c3ccccc3CO)sc2c(=O)n1C
 : 3	-13	-2	-13	.	0	.	0.5	-7
- CCN(CC)S(=O)(=O)c1cc(C(=O)Nc2cc(S(=O)(=O)N3CCOCC3)ccc2N2CCCC2)ccc1F
 : 11	-12	-7	-13	.	2	.	0.1	-2
- CCN(CC)C(=O)Cn1cc(SCC(=O)NCc2ccco2)c2ccccc21
 : 8	-6	-3	-16	-18	1	0	1.2	5
- COc1cc(CNn2cn[nH]c2=S)cc(Br)c1OCc1ccccc1F
 : 6	-7	-2	-8	-11	10	-12	1.6	-9
- COc1ccccc1-c1cnc(C(O)c2ccccc2)[nH]1 (stereo unspecified)
 : 8	-9	-2	-20	.	1	.	1.1	-4
- CSCC[C@H](NC(=O)C1CCN(S(=O)(=O)c2ccccc2)CC1)C(=O)NC1CC1
 : 1	-22	-6	-4	7	1	-1	0.6	10
- Cc1ncsc1CCOC(=O)C1C2CC3CC(C2)CC1C3 (stereo unspecified)
 : 1	-5	-9	3	-10	4	-11	2.7	4
- O=C(NCC(=O)N(CC1CCCO1)C1(C(=O)NC2CCCCC2)CCCCC1)c1ccccc1 (stereo unspecified)
 : 1	5	-1	6	-33	1	-14	0.2	-5
- Nc1ccn([C@@H]2O[C@H](CNCC3=CCOc4ccc(O)cc43)[C@@H](O)[C@H]2O)c(=O)n1
 : 1	-7	-1	-7	.	1	.	0.5	-11
- Cc1ccc(C)c(OCc2ccc(C(=O)N3N=C(C(F)F)CC3(O)C(F)F)o2)c1 (stereo unspecified)
 : -20	-2	-13	19	10	0	-6	0.7	10
- CN1c2ccccc2-c2ccccc2S1(=O)=O
 : 0	-2	-8	4	.	3	.	0.5	2
- Cn1ccc2c(-c3ccc4c(c3)OCCO4)cc3c(c21)C1CCC3C1 (stereo unspecified)
 : 6	14	-2	-6	.	0	.	0.6	6
- O=C(Nc1ccc2nc(C(F)(F)F)[nH]c2c1)[C@@H]1O[C@H](CO)[C@@H](O)[C@H]1O
 : 1	-9	0	-3	.	1	.	1.0	-13
- COc1cc(C(=O)NCc2ccc(-c3nc4ccccc4o3)cc2)cc(OC)c1OC
 : 4	2	-1	-10	-4	1	-7	0.0	-1
- COc1cc(OC)c2c(c1)O/C(=C\c1ccccc1)C2=O
 : 1	-13	-2	1	-26	1	3	0.5	0
- CCN1/C(=C2/SC(=S)N(NC(C)=O)C2=O)Sc2ccccc21
 : 12	-13	-4	-24	.	3	.	1.7	-13
- COC(=O)[C@H](NCc1ccc(OC)c(B(O)O)c1)C(C)C
 : 13	-7	-4	-18	.	1	.	0.5	-3
- CC1(C)NC(=O)N(CC(O)CN2CCCCC2)C1=O (stereo unspecified)
 : 8	-8	-5	-8	-1	0	-9	0.9	5
- CCCCOC(=O)Nc1nnc(CC)s1
 : 0	8	-3	-1	-12	0	7	-0.1	2

# Molecules above with a COOH group, in the order listed:
# Below each compound – M1 PAM	CHO-K1 Ca antag	CHRM1 agonist	CHRM1 antagonist	CHO parental Ca	CHRM4 agonist	OXTR potentiator	CHO-K1 Ca ag	CHRM4 antagonist
- O=C(O)c1cc(-c2ccc(N3CCOCC3)cc2)nn1-c1ccc(F)cc1
 : 7	6	-8	5	-2	1	-10	0.9	-2
- O=C(O)c1ccc(NC2=Nc3cccc4cccc2c34)cc1
 : 9	-12	-2	-18	.	1	.	0.0	8

# (cont.)
# Below each compound – M1 PAM	CHO-K1 Ca antag	CHRM1 agonist	CHRM1 antagonist	CHO parental Ca	CHRM4 agonist	OXTR potentiator	CHO-K1 Ca ag	CHRM4 antagonist
- COC(=O)c1cnn(-c2ccc(Cl)cc2)c1/C=N/NC(N)=S
 : 0	-9	2	-6	-8	3	-14	3.4	-12
- N#Cc1cc2cc3c(cc2nc1Cl)OCCO3
 : -14	6	2	23	.	3	.	1.2	-6
- Cc1cccc(CS(=O)(=O)c2ncc(Cl)c(C(=O)NCc3ccccc3)n2)c1
 : -6	0	-5	11	10	1	-6	0.5	21
- c1ccc(N2CCCCC2)c(NC2=NCCC2)c1
 : 6	3	-5	-5	-6	0	-8	0.4	12
- CC1(c2cccc(N)c2)OCCO1
 : 14	7	3	-17	.	.	.	-0.1	-13
- CCOCCCNC(=O)c1cccs1
 : 4	-9	-3	-7	-4	0	1	0.6	2
- Cc1cc(-c2ccc(S(=O)(=O)N3CCc4ccccc4C3)s2)on1
 : 15	13	1	-6	-25	1	-5	-0.2	-7
- CC(C)COc1ccc(C(=O)NC(CC(C)C)C(=O)O)cc1 (stereo unspecified)
 : -2	-1	-3	8	13	0	-16	0.2	8
- COC(=O)c1ccc(C#Cc2ccccc2)o1
 : -8	2	-4	15	-4	-1	1	-0.1	-4
- Cc1n[nH]c(C)c1CCC(=O)N/N=C/c1cccs1
 : 6	0	-4	-10	-15	1	-5	0.0	-7
- Cc1ccc(C)c(OCc2cc(C(=O)NC3CCOC(C)(C)C3)no2)c1 (stereo unspecified)
 : 2	-12	-3	-4	-11	3	0	2.7	3
- Cc1csc2ncnc(NC3CCN(Cc4ccccc4)CC3)c12
 : -15	20	-2	33	2	10	-14	10	14
- Cc1ccc(N2C(=O)Nc3ccccc3C2(O)C(=O)N2CCN(c3ccccn3)CC2)cc1C (stereo unspecified)
 : 8	-12	-5	-8	-7	0	1	0.5	-12
- O=C(Cn1nnc2ccccc2c1=O)N[C@@H](Cc1ccccc1)C(=O)O
 : 18	-19	1	-25	-4	1	2	-0.3	-14
- CN(C)S(=O)(=O)c1cc(NC(=O)COC(=O)C2COc3ccccc3O2)ccc1Cl (stereo unspecified)
 : 0	17	-1	11	8	1	-21	0.1	15
- Nc1nnc(SCC(=O)Nc2cc(S(=O)(=O)N3CCOCC3)ccc2Cl)s1
 : 3	2	-2	0	-6	1	-3	0.8	11
- O=C(NCc1ccncc1)c1ccccc1Nc1ccc(SC(F)F)cc1
 : -21	-8	-12	20	-4	16	-5	5.2	-11
- CSCCC(NC(=O)COc1ccccc1)C(=O)NC1CCC(C)CC1 (stereo unspecified)
 : 8	-12	-3	-4	-27	1	-7	0.4	2
- Cc1cc(C)c(C(=O)Nc2cccc(F)c2)c(Cl)n1
 : 9	-10	-4	-7	-6	0	-1	-0.1	-2
- Cc1cc(NC(=O)C2CCCN2C(=O)Nc2cccc(Cl)c2)ccc1-n1cnnn1 (stereo unspecified)
 : 9	7	-3	-7	-6	1	-3	-0.3	6
- CN1CCCN(C(=O)c2ccc(Cl)s2)CC1
 : -5	2	-7	20	11	1	-3	0.2	-1
- COc1cccc(NC(=S)NCc2cccs2)c1
 : 6	-3	-10	-6	6	1	-2	0.8	1
- N#CCc1ccc(NC(=O)/C=C/c2ccc([N+](=O)[O-])o2)cc1
 : 14	0	-2	-16	.	1	.	0.3	-9
- CC1CCCC(C)N1/N=C/c1ccccc1C(=O)O (stereo unspecified)
 : 1	-15	5	1	-1	0	1	0.5	10
- COc1ccc(-c2noc(CCC(=O)N3CCN(c4ccc(Br)cc4)CC3)n2)cc1
 : 5	-1	-5	-9	-21	1	.	5.8	-6
- COc1ccc2c(c1)c1nc3n(c(=O)c1n2CC(=O)Nc1ccccc1)CCCS3
 : 13	-2	-3	-12	-8	1	-5	0.2	5
- CC(C)c1ccc(NC(=O)C2Cc3c(-c4ccc(Cl)cc4)ccnc3O2)cc1 (stereo unspecified)
 : 5	-13	-3	-15	.	-1	.	0.4	-13
- CC(Nc1nc(N2CCN(S(C)(=O)=O)CC2)nc2ccccc12)c1ccccc1 (stereo unspecified)
 : 2	-1	-3	-4	-32	2	-9	0.3	1
- CC(/C=C1\N=C(SCc2ccccc2Cl)SC1=O)=C\c1ccccc1
 : 3	-5	-3	-5	0	0	-12	0.3	-8
- O=C1C2C3C=CC(C3)C2C(=O)N1/N=C/c1cc(Br)cc([N+](=O)[O-])c1O (stereo unspecified)
 : 12	3	2	-11	-6	2	-11	3.9	0
- CCCCC(=O)NCCc1cc2c(OC)ccc(OC)c2[nH]c1=O
 : -9	-6	2	-12	-20	1	-6	0.3	-5
- Cc1cc(C)cc(NC(=O)COC(=O)CCCC2=NS(=O)(=O)c3ccccc3N2)c1
 : 8	-9	-3	-15	-18	2	-11	7.6	4
